# KOR beta-arrestin-1 – kappa opioid receptor activators – cell-based, luminescence, uHTS, primary screen (AID 1777) | KOR beta-arrestin recruitment, luminescence; higher % means a stronger effect | activation, % at 10 µM, or EC50 in µM where a hit was titrated | 0.02% of 280,000 active; in the data active = activation above about 50%, passing the limit was not always enough; note: a part of the inactive calls stands beside numbers as strong as those of hits
# GPR55 antagonists – GPR55 antagonists blocking LPI-driven arrestin recruitment, primary screen, imaging, U2OS, beta-arrestin-GFP, LPI agonist (AID 2013) | 0.13% of 290,000 active | inhibition, % at 10 µM; hits with a dose series show IC50 in µM | U2OS GPR55 beta-arrestin-GFP translocation imaging, LPI antagonism; higher % means a stronger effect;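 active = spots per cell inhibited over 60%, with over 100 cells counted and total cytoplasm intensity under 500,000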;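 note: U2OS cells stably carrying GPR55 and arrestin-GFP stimulated by 5 µM LPI near EC80; imaged beta-arrestin-GFP aggregate spots per cell after agonist stimulation; plate controls were LPI-stimulated DMSO wells for no effect and DMSO wells without LPI for full effect; some results filed as inactive read as strong as hits; confirmed hits need IC50 under 10 µM and bright autofluorescent wells are also inconclusive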
# GPR55 beta-arrestin – selective activators of receptor GPR55 – imaging, U2OS cells, beta-arrestin-GFP redistribution, primary screen (AID 1961) | U2OS GPR55 beta-arrestin-GFP redistribution imaging; higher % means a stronger effect | activation, % at 10 µM, or EC50 in µM where a hit was titrated | 0.048% of 290,000 active;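 active = activation above 40% with more than 50 cells counted in the well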;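 note: U2OS osteosarcoma cells stably expressing GPR55 and beta-arrestin-GFP; plate controls were DMSO negative control for no effect and LPI positive control for full effect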
# NOD1 inhibition – inhibition of NOD1-driven NF-kB reporter – cell-based, luminescence, uHTS, primary screen (AID 1578). NOD1-driven NF-kB luciferase reporter cells, luminescence; higher % means a stronger effect. inhibition, % at 4 µM; hits with a dose series show EC50 in µM. 1% of 290,000 active; in the data active = inhibition mostly above about 36%, no sharp cut-off; inactive = mostly below about 34%;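 note: HEK-293T reporter cells stimulated with the NOD1 agonist gamma-tri-DAP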
# West Nile virus CPE – inhibition of WNV-induced cytopathic effect – cell-based, CPE readout (AID 1621); West Nile virus-infected cells, CPE inhibition; higher % means a stronger effect; one-dose CPE inhibition, % at 10 µM; IC50 in µM for titrated hits; 0.02% of 290,000 active; in the data active = a potency from the dose series; note: strong numbers were not always called active
# KOR beta-arrestin-2 – KOR antagonists, beta-arrestin recruitment, cell-based, luminescence, uHTS (AID 1778). KOR beta-arrestin recruitment, luminescence, antagonist mode; higher % means a stronger effect. inhibition, % at 10 µM; hits with a dose series show IC50 in µM. 0.091% of 290,000 active; in the data active = inhibition above about 50%; note: strong numbers were not always called active
# HIV peptide binding – inhibitors of HIV fusion peptide binding, primary screen, biochemical, uHTS, fluorescence dequenching (AID 1986). cell-free peptide binding, fluorescence dequenching, 30 min; higher % means a stronger effect. inhibition, % at 20 µM; hits with a dose series show IC50 in µM. 0.3% of 290,000 active; in the data active = inhibition mostly above about 52%, no sharp cut-off; inactive = mostly below about 76%; note: some results filed as inactive read as strong as hits
# Dengue-2 NS5 capping – flavivirus cap methylation enzyme inhibition – biochemical, confirmation dose response, primary screen (AID 588689). Dengue-2 NS5 methyltransferase capping enzyme assay, biochemical; higher % means a stronger effect. one-dose inhibition, % at 25 µM; IC50 in µM for titrated hits. 0.3% of 340,000 active; in the data active = a potency from the dose series
# GPR35 arrestin U2OS – GPR35 antagonists blocking zaprinast-driven arrestin recruitment, primary screen, imaging, U2OS, beta-arrestin-GFP, zaprinast agonist (AID 2058) | U2OS GPR35 beta-arrestin-GFP translocation imaging, zaprinast antagonism; higher % means a stronger effect | one-dose inhibition, % at 10 µM; IC50 in µM for titrated hits | 0.052% of 290,000 active;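 active = inhibition of at least 50% with at least 30 cells and total cytoplasm GFP at most 10,000,000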
# Dengue-2 NS5 capping pilot replicate – second read-out of Dengue-2 NS5 capping, no call of its own (marks repeat the call); inhibition, %; measured here: pilot screen replicate inhibition
# Numbers without * were called inactive; · = no result given; [ ] = remark or other dose. These rows are one share of the data (hit frequency here may not be typical).
SMILES,KOR beta-arrestin-1,GPR55 antagonists,GPR55 beta-arrestin,NOD1 inhibition,West Nile virus CPE,KOR beta-arrestin-2,HIV peptide binding,Dengue-2 NS5 capping,GPR35 arrestin U2OS,others
CCn1nccc1C(=O)Nc1cc(Cl)cc(Cl)c1,0.2%,3.0%,-0.3%,-8.9%,-1.5%,-12.0%,-2.5%,-5.7%,0.6%,
CCOC(=O)c1nc(C)n(-c2cc(OC)c(Cl)cc2Cl)n1,-2.1%,-3.5%,0.1%,-30.1%,·,12.2%,0.8%,-10.2%,2.3%,
COC(=O)c1cccc(NC(=O)Cc2ccccc2[N+](=O)[O-])c1C,-4.5%,-0.1%,0.3%,16.4%,-0.3%,14.0%,-0.8%,-9.6%,-5.1%,
S=c1[nH]nc(-c2ccccc2)n1/N=C/c1ccc(Cl)cc1,0.2%,-3.1%,-0.3%,-8.9%,1.4%,4.5%,-0.6%,-19.0%,-4.2%,
CCN1/C(=C2/SC(=S)N(NC(C)=O)C2=O)Sc2ccc(OC)cc21,1.5%,5.3%,-0.3%,-9.3%,0.2%,-13.5%[20 µM],6.0%,-29.4%,5.7%,
COc1ccc(/C=C2\SC(=O)N(CC(=O)Nc3cccc(C)c3)C2=O)cc1O,0.5%,0.3%,-0.1%,59.1%,-0.1%,13.1%,-0.1%,-10.0%,5.3%,
CN(C)c1cc(NC(=O)CN2CCCC2)c2ccccc2n1,0.8%,-2.3%,0.0%,-7.2%,-0.7%,-11.4%,1.2%,8.4%,4.9%,
CSCC[C@H](NC(=O)[C@@H]1Cc2ccccc2CN1)C(=O)NC(C)c1ccccc1 (some centres undefined),-1.0%,7.4%,-0.3%,0.2%,0.1%,6.8%,-0.5%,-2.6%,-3.9%,
CCC(Oc1ccccc1)C(=O)N1CCN(C(=O)C(CC)Oc2ccccc2)CC1 (centres undefined),-3.1%,5.2%,-0.1%,-9.1%,0.0%,0.9%,0.4%,-6.9%,-14.9%,
Cn1c(SCc2c(Cl)cccc2Cl)nc(C(F)(F)F)cc1=O,0.8%,11.9%,-0.2%,6.2%,1.1%,0.4%,-2.9%,4.8%,0.5%,
O=C(COc1ccc2c3c(c(=O)oc2c1)CCC3)Nc1ccc(CN2CCOCC2)cc1,1.3%,16.3%,-0.2%,-11.6%,-0.4%,6.3%,6.0%,-7.0%,-11.5%,
CC(=O)Nc1cccc(NC(=O)CSc2ccc(-c3ccccn3)nn2)c1,-4.5%,12.6%,0.2%,-26.7%,-1.9%,-19.5%,1.7%,0.7%,0.8%,
COc1cc(NC(C)=O)c2ncccc2c1[N+](=O)[O-],4.1%,-10.9%,-0.3%,33.8%,-0.2%,-9.1%,-0.2%,2.5%,-10.1%,
CC(=O)NC(Cc1c[nH]c2ccccc12)C(=O)OCC(=O)N1CCCCCC1 (centres undefined),-1.9%,3.5%,0.1%,-31.3%,-0.2%,17.7%,1.0%,-9.3%,-0.5%,
Cc1ccc(C(=O)N(Cc2ccc3c(c2)OCO3)Cc2nc3ccccc3c(=O)[nH]2)cc1,-6.7%,-1.9%,0.0%,-2.8%,-0.3%,-0.9%,2.1%,-4.5%,13.3%,
CC(=C/c1ccc(C(C)C)cc1)/C=N/NC(=O)c1ccncc1,12.0%,0.7%,-0.2%,-36.4%,2.9%,6.7%,-2.5%,-8.0%,-8.8%,
Cc1csc(NC(=S)NC(=O)c2ccccc2)n1,-6.1%,12.4%,0.0%,-69.3%,-0.7%,-54.4%,-1.3%,0.0%,13.6%,
COc1cccc(CNC(=O)c2ccc3nc[nH]c3c2)c1,3.4%,9.9%,-0.1%,8.0%,0.6%,-37.1%,0.3%,-4.0%,-16.3%,
Cc1nn(-c2ccccc2)c(Cl)c1/C=N/Nc1ccc(S(=O)(=O)Nc2ccccc2C(=O)O)cc1[N+](=O)[O-],-3.0%,-7.7%,0.1%,55.6%,·,2.1%,73.0%*,33.1µM*,-15.1%,
O=C(c1cc([N+](=O)[O-])ccc1Cl)N1CCN(c2ccc(F)cc2)CC1,-0.6%,10.8%,-0.2%,-25.6%,-1.0%,18.2%,-1.3%,-1.4%,-1.3%,
COc1ccc(CCNC(=O)C(=O)NCc2ccccn2)cc1,-5.6%,9.3%,-0.1%,-5.4%,0.5%,-23.2%[20 µM],-0.5%,-2.4%,0.4%,
O=C1C=C(Nc2cccc(O)c2)CC(c2ccco2)C1 (centres undefined),0.5%,2.9%,0.8%,-0.1%,0.3%,18.2%,-0.7%,18.8%,-12.4%,Dengue-2 NS5 capping pilot replicate=5.5
CCCNC(=O)c1ccc2c(c1)ncn2-c1cc(C)cc(C)c1,-4.0%,7.0%,0.5%,16.0%,-0.8%,26.3%,2.8%,0.0%,-12.0%,
O=C(c1cc(Cl)cc(Cl)c1)N1CCC(=O)N(C(COCc2ccccc2)Cc2ccccc2)CC1 (centres undefined),-3.6%,18.2%,-0.2%,-1.2%,-0.7%,12.0%,0.6%,-0.8%,-5.6%,
Cc1c(NC(=O)Nc2ccc(Cl)cc2)c(=O)n(-c2ccccc2)n1C,1.5%,3.1%,0.2%,-28.8%,-0.2%,-10.7%,-1.0%,-2.1%,2.4%,

# 3 compounds already listed, ordered by heavy-atom count, smallest number first.
SMILES,KOR beta-arrestin-1,GPR55 antagonists,GPR55 beta-arrestin,NOD1 inhibition,West Nile virus CPE,KOR beta-arrestin-2,HIV peptide binding,Dengue-2 NS5 capping,GPR35 arrestin U2OS,others
COc1cc(NC(C)=O)c2ncccc2c1[N+](=O)[O-],4.1%,-10.9%,-0.3%,33.8%,-0.2%,-9.1%,-0.2%,2.5%,-10.1%,
CCC(Oc1ccccc1)C(=O)N1CCN(C(=O)C(CC)Oc2ccccc2)CC1 (centres undefined),-3.1%,5.2%,-0.1%,-9.1%,0.0%,0.9%,0.4%,-6.9%,-14.9%,
Cc1ccc(C(=O)N(Cc2ccc3c(c2)OCO3)Cc2nc3ccccc3c(=O)[nH]2)cc1,-6.7%,-1.9%,0.0%,-2.8%,-0.3%,-0.9%,2.1%,-4.5%,13.3%,

# (further entries)
SMILES,KOR beta-arrestin-1,GPR55 antagonists,GPR55 beta-arrestin,NOD1 inhibition,West Nile virus CPE,KOR beta-arrestin-2,HIV peptide binding,Dengue-2 NS5 capping,GPR35 arrestin U2OS,others
CC(=O)c1cc2c(cc1NS(=O)(=O)c1ccc(C)cc1)OCO2,0.6%,5.8%,-0.1%,-4.5%,0.1%,8.0%,-1.4%,1.6%,-8.9%,
CCOC(=O)CC(=O)c1[nH]c(C)c(C(=O)OCC)c1C,-1.1%,-3.7%,-0.4%,-14.7%,-0.1%,-12.5%,0.2%,1.4%,10.4%,
O=c1[nH]c(C2CCN(S(=O)(=O)Cc3ccccc3)CC2)nc2c1nnn2Cc1ccccc1,0.7%,-12.3%,-0.2%,17.1%,0.2%,-13.3%,-0.3%,13.3%,-2.4%,
CCCc1nnc(NC(=O)C(C)N2C(=O)C3C4C=CC(C4)C3C2=O)s1 (centres undefined),-3.1%,3.6%,-0.4%,-32.8%,0.1%,-6.5%,1.2%,-6.5%,16.0%,
COCC1CCN(Cc2nc(-c3ccc(OC)cc3)no2)CC1,-0.1%,3.5%,0.1%,-33.0%,-0.1%,-28.7%,0.2%,-12.9%,3.4%,
C=CCOCC(O)Cn1c(N2CCCC2)nc2c1c(=O)n(C)c(=O)n2C (centres undefined),0.0%,-5.3%,-0.1%,-18.8%,0.0%,-69.4%[20 µM],1.0%,-5.4%,-3.2%,
CC(=O)c1ccc(OCc2cc(C(=O)NCCN3CCCC(O)C3)no2)cc1 (centres undefined),10.5%,0.2%,0.3%,-5.2%,0.1%,12.9%,2.5%,0.0%,-0.8%,
COc1ccc(OC)c(NC(=O)c2ccccc2SC)c1,-1.7%,23.0%,-0.1%,21.5%,1.0%,10.1%,-1.8%,1.4%,9.3%,
CC(C)(C)c1nc(Sc2ccc([N+](=O)[O-])cn2)n[nH]1,·,3.2%,-0.3%,-1.3%,0.1%,14.7%,-1.0%,1.5%,-5.2%,
O=C(Cc1ncc(C(F)(F)F)cc1Cl)NCCc1ccccn1,-11.6%,3.4%,0.2%,-7.8%,-0.4%,-1.8%,-0.9%,-1.5%,3.4%,
CCOc1ccc(-n2c(SCC(=O)Nc3ccc(Br)cc3)nc3n[nH]c(C)c3c2=N)cc1,1.5%,13.4%,-0.2%,-36.6%,·,-57.0%,0.4%,-6.4%,0.2%,
COc1cc(NC(=O)CN(C)S(=O)(=O)c2ccc3nc(C)sc3c2)cc(OC)c1,-3.8%,17.3%,-0.5%,-20.0%,-0.4%,12.7%,-0.9%,-7.1%,7.3%,
CC(=O)n1cc(/C=C2/N=C(c3ccccc3)OC2=O)c2ccccc21,5.4%,13.6%,0.3%,-7.7%,-0.1%,-12.5%,10.6%,19.9%,-5.5%,
COc1ccc(-n2ccc(=O)c(C(=O)O)n2)cc1,-0.1%,5.4%,-0.1%,-17.2%,0.1%,7.9%,0.0%,-2.6%,-2.7%,
CCOC(=O)c1c(C)nc2sc(C(N)=O)c(N)c2c1-c1ccccc1,-4.4%,-5.1%,0.2%,31.0%,0.8%,11.2%,0.8%,-10.4%,-11.9%,
Cc1cccc(-c2nc(CS(=O)CC(=O)NCCc3ccc(Cl)cc3)c(C)o2)c1 (centres undefined),4.0%,-22.8%,-0.2%,9.8%,-0.8%,-70.0%,0.1%,-5.3%,1.7%,
CCCn1c(SCC(=O)Nc2nnc(CC)s2)nnc1-c1ccco1,-0.8%,-12.2%,-0.2%,-11.7%,·,11.8%,-0.3%,-1.6%,12.3%,
COc1ccc(OC)c(CNC(=O)Cc2c(C(=O)O)[nH]c3ccccc23)c1,3.2%,19.6%,-0.2%,-8.6%,0.0%,-34.7%,1.9%,-0.6%,27.0%,Dengue-2 NS5 capping pilot replicate=-3.3
Cc1ccc(-n2cccn2)c(CN2CCCC(CNC(=O)c3ccc(F)cc3)C2)c1 (centres undefined),-7.1%,2.0%,-0.1%,-24.0%,0.1%,-0.6%[20 µM],0.4%,-1.6%,-7.5%,
CCOC(=O)c1c(C(=O)OCC)c(C)n(N2C(=O)CSC2=S)c1C,0.7%,-4.1%,-0.1%,-22.7%,0.0%,4.3%,7.9%,-24.0%,4.6%,
CC(Oc1ccccc1)C(=O)NC1CC(C)(C)NC(C)(C)C1 (centres undefined),-0.4%,6.9%,0.3%,-22.1%,-0.1%,21.1%,1.5%,-0.8%,-7.8%,
O=C(NC(=S)Nc1ccccc1Cl)c1cncc(Br)c1,-6.5%,-2.2%,0.6%,-31.3%,-0.1%,10.0%,0.1%,-1.9%,-2.3%,
CN(C)C(=O)CSc1nnc(-c2cccnc2)n1-c1ccccc1,-8.9%,2.7%,1.8%,0.2%,-0.2%,15.4%,-1.4%,-5.8%,-14.0%,
N#Cc1ccc(N2Cc3ccccc3C2=NC(=O)c2cccs2)cc1,-0.2%,3.3%,-0.1%,-38.7%,-1.2%,11.1%,0.1%,-5.2%,-1.3%,
O=C(Nc1ccc(NC(=O)c2ccccc2Cl)nc1)c1ccncc1,2.9%,-1.1%,-0.1%,-32.3%,0.7%,-51.9%,1.0%,-4.5%,21.7%,
